High-throughput results (PubChem BioAssay)
Nrf2 activator: Nrf2 pathway activation | AREc32 ARE-luciferase reporter (MCF7-derived line), luminescence, 24 h | Potency, µM (highest dose often 46.1 µM), without a hit: at the top dose activation, usual class: activators | 410,000 compounds, 0.31% hits; further: potency means the concentration at half of the fitted maximal effect; % of control where 0% means no effect; nearly all actives have a fitted effect of over 65% in size
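ARE-driven firefly luciferase activity in AREc32 cells measured after a 24 hr compound exposure at 37 deg C, using Steady-Glo reagent and a 30 min room-temperature hold.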
MCF10A rerep: inducers of DNA re-replication in MCF 10A breast cells; Potency, µM (highest dose often 46.1 µM), inactives show at the top dose activity, positive = re-replication, actives largely listed as activators; MCF 10A DNA re-replication, Hoechst nuclear intensity, 48 h; 350,000 compounds, 2.9% hits; further: potency means the concentration at half of the fitted maximal effect; % of control where 0% means no effect; nearly all actives have a fitted effect of over 50% in size
A549 tox: A549 cytotoxicity, counter-screen for Nrf2 inhibitors. A549 ARE-Fluc cells, CellTiter-Fluor viability, 18-24 h. Potency, µM (top dose mostly 46 µM), inactives show at the highest dose activity change, negative = cytotoxicity, most hits filed as inhibitors. 390,000 compounds, 0.16% hits. AID 504648; further: potency means the concentration at half of the fitted maximal effect; on the % scale 0 is the no-effect control and ±100 the full control effect
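Cytotoxicity counterscreen: CellTiter-Fluor fluorescence was measured in A549 ARE_Fluc cells after 18-24 h of compound exposure in a concentration series. The subsequent BugLite luminescent read reports ARE-luciferase activity.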
Nrf2 block: blocks Nrf2 signaling; Potency, µM (highest dose often 46 µM), for inactives: at the highest dose activity change, negative = inhibition, most hits filed as inhibitors; A549 ARE-Fluc reporter, luciferase luminescence, 18-24 h; 360,000 compounds, 2.1% hits; further: potency means the concentration at half of the fitted maximal effect; on the % scale 0 is the no-effect control and ±100 the full control effect; nearly all actives have a fitted effect of over 60% in size
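A549 ARE_Fluc cells, 5000/well, 5% FBS OPTI-MEM; compounds in dose-response, 18-24 h at 37 °C/5% CO2; CellTiter-Fluor viability read (Ex 405/Em 525), then BugLite luciferase luminescence = Nrf2 activity.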
S2 tox: cell viability loss in ATXN counter-screen. AID 651635. Potency, µM (top dose mostly 56.7 µM), actives largely listed as cytotoxic. 400,000 compounds, 0.49% hits. S2 cells (HEK-293 line with an ATXN2-luciferase reporter) viability, CellTiter-Fluor protease fluorescence, 24 h; further: potency means the concentration at half of the fitted maximal effect; nearly all actives have a fitted effect of over 40% in size
HepG2 tox: counter-screen for TGF-b inhibitors: cytotoxicity in HepG2 cells; HepG2 CAGA-GFP viability, ATP luminescence, 18 h; Potency, µM (top dose mostly 46.1 µM), for inactives: top-dose activity change, negative = cytotoxicity, most hits filed as cytotoxic; 410,000 compounds, 0.76% hits; further: potency means the concentration at half of the fitted maximal effect; some results filed as inactive show a strong effect at the top dose
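HepG2 CAGA-GFP cells (1000/well, DMEM with 1% FBS) received compound, then TGF-beta at 500 pg/mL final, and were incubated 18 hours at 37 degrees C. Viability was read by CellTiter-Glo luminescence. Media-only wells were set as complete cell-killing and DMSO as no toxicity.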
ATXN2 expr inh: reduces ATXN2 reporter expression in HEK-293 cells; HEK-293 ATXN2-luciferase reporter, luminescence, 24 h; Potency, µM (titrated, usually from 57 µM), for the others: at the top dose activity change, negative = inhibition, hits mostly inhibitors; 360,000 compounds, 0.72% hits; further: potency means the concentration at half of the fitted maximal effect; on the % scale 0 is the no-effect control and ±100 the full control effect; nearly all actives have a fitted effect of over 55% in size
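qHTS (up to 57 uM final) was run with 24 h compound exposure of reporter cells at 37 °C. Each well was multiplexed: SteadyGlo luminescence measured ATXN2-luciferase expression after a fluorogenic Gly-Phe-AFC viability readout (25 uM final).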
IL1B secr inh: inflammasome signaling inhibition, IL-1 beta readout; THP-1 LPS/ATP IL-1B secretion, AlphaLISA, 16 h; active compounds read low; activity change, % at 57.5 µM; 360,000 compounds, 4.7% hits; AID 743279; in the data active means activity change below about -50%; inconclusive means mostly about -30% to -49%; further: on the % scale 0 is the no-effect control and ±100 the full control effect
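Secreted IL-1B measured by AlphaLISA bead assay after 16 h compound exposure of THP-1 cells; compounds (final up to 57.5 uM) added 1 h before LPS (250 ng/mL) and ATP (1.25 mM) stimulation; lower signal means less secretion.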
TGFb SMAD3 inh: TGF-b pathway inhibition | 410,000 compounds, 1.2% hits | Potency, µM (top dose mostly 46.1 µM), inactives show at the highest dose activity, negative = inhibition, most hits filed as inhibitors | HepG2 CAGA-GFP TGF-b/SMAD3 reporter, GFP fluorescence, 18 h; TGF-beta stimulated, 500 pg/mL final; further: potency means the concentration at half of the fitted maximal effect; on the % scale 0 is the no-effect control and ±100 the full control effect; nearly all actives have a fitted effect of over 65% in size
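HEPG2 CAGA-GFP, 1000 cells/well; 2 h settle, 37 C; cpd via pin tool; TGF-b 500 pg/mL final; 18 h, 37 C; GFP imaging ex488/em500-530; %Activity normalised to -TGF-b and +DMSO controls; CRC fit, curve class.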
The depositor's hits bear a star; i = inactive; ? = inconclusive; nt = not tested or not shown; & = joins results of further samples; [ ] = dose if it differs, or a comment. Unless noted, the call rests on the fitted dose curve; in most records, active means well fitted curve in the direction sought with a large enough effect; inconclusive means small, poorly fitted or top-dose-only effect, or another doubt; inactive means no such curve, though single readings can be large; an effect the other way counts as inactive or inconclusive. Random draw from the library; overall some 8.8% were active at least once.

SMILES | Nrf2 activator | MCF10A rerep | A549 tox | Nrf2 block | S2 tox | HepG2 tox | ATXN2 expr inh | IL1B secr inh | TGFb SMAD3 inh
COc1ccc(NC(=O)CN2C(=O)NC(C)(c3ccc(C)cc3)C2=O)c([N+](=O)[O-])c1 (stereo not given) | 1.5% | 8% | 3% | 0% | i | -2% | -15% | -6 | 6%
COc1ccc(Nc2nc(-c3cccc([N+](=O)[O-])c3)nc3ccccc23)cc1 | 3.9% | ? | 4% | ? | i | -31% | -25% | -17 | -18%
CC1(C(=O)NS(=O)(=O)c2cccc(F)c2)CCN1C(=O)Cc1cc(F)ccc1F (stereo not given) | -0.2% | nt | nt | nt | i | -30% | -5% | 18 | ?
CC(C)N(Cc1ccccc1)S(=O)(=O)c1ccc(Cl)nc1 | 0.5% | 16% | 0% | ? | i | 0% | 2% | -19 | 12%
CN(C)c1ccc(-c2ccc([C@H]3[C@@H]4C=CCC[C@@]4(C)C(=O)N3Cc3ccccc3)c(F)c2)cc1 | 4.2% | ? | 1% | ? | i | -26% | 0% | 0 | ?
O=C(Cn1nnc2ccccc21)NNC(=S)NC1CCCCC1 | 0.4% | -2% | 6% | -9% | i | -22% | 1% | 29 | 5%
COc1ccc(-c2nc3c(Cl)cc(C(F)(F)F)cn3c2Cc2ccccc2C(F)(F)F)cc1OC | -0.6% | nt | nt | nt | i | nt | 1% | 18 | nt
CCOC(=O)C(C)N1c2cccc3cccc(c23)S1(=O)=O (stereo not given) | 3.1% | nt | nt | nt | i | 3% | nt | 3 | -3%
COc1cc(S(=O)(=O)n2c(C)nc3ccccc32)ccc1F | -0.5% | 28% | -8% | nt | i | -2% | -6% | 32 | 14%
CCN(CC)C(=O)CSc1nnc2nnc3cc(Cl)ccc3n12 | 7.6% | 8% | ? | ? | i | -86% | -21% | 18 | 4µM*
COc1ccccc1NC(=O)Cn1nnc(C(=O)Nc2ccccc2)c1N | 0.6% | -9% | 0% | -5% | i | -10% | -2% | 52 | -6%
O=C(CN1CCCCCC1)NCCc1ccc(F)cc1 | -0.5% | -2% | 2% | 9% | i | -9% | -3% | -15 | 1%
CCCCN1CC(O)=C(c2nc3ccccc3[nH]2)C1=N | 5.6% | ? | -8% | 13% | i | -18% | 63%[activator] | -5 | -8%
O=C(c1ccc(Cl)c(NC2=NC3CS(=O)(=O)CC3S2)c1)N1CCN(c2ccccc2)CC1 (stereo not given) | -0.7% | -2% | -10% | 2% | i | 8% | 9% | -4 | 4%
O=C(CN(Cc1ccco1)C(=O)CNS(=O)(=O)c1ccc(Cl)cc1)NCc1ccco1 | 0.5% | -32%[inhibitor] | 1% | 3% | i | 12% | -6% | -20 | 0%
C/C(=N/NC(=O)c1cccs1)c1cccc(NC(=O)C2CC2)c1 | 6.2% | 6% | -8% | -22% | i | -7% | 32% | -19 | -8%
N#Cc1ccc(C(=O)Nc2cc(S(=O)(=O)N3CCOCC3)ccc2N2CCOCC2)cc1 | -0.6% | nt | nt | nt | i | 3% | nt | 15 | -15%
O=C(CSc1nc2c([nH]c3ccccc32)c(=O)n1-c1cccc(Cl)c1)N1CCc2ccccc21 | 0.7% | nt | 1% | nt | i | 5% | 12% | nt | 6%
CCOC(=O)C1CCN(C(=O)c2[nH]c3ccc(OC)cc3c2C)CC1 | 4.1% | 0% | 2% | 7% | i | 4% | -12% | 20 | 0%
CC(=O)c1ccc(N(CC(=O)NC2CCCC2)C(=O)CNC(=O)c2ccco2)cc1 | 0.1% | -13% | 2% | -2% | i | -1% | -1% | 4 | 13%
O=C(Nc1nnc(S(=O)(=O)N2CCc3ccccc32)s1)c1cccc(Cl)c1 | 18% | nt | 1% | ? | i | -46% | ? | nt | 7.9µM*
CCN1CCc2c(C#N)c(N3CCOCC3)nc(NCc3ccccc3)c2C1 | 0.5% | 15% | 1% | 9% | i | 2% | 4% | 44 | ?
CCCCCCCSc1ncnc2[nH]ncc12 | 5.6% | ? | 3% | 1% | i | -196% | -7% | -10 | ?
Cc1ccccc1NC(=O)CSc1nc(-c2ccccc2)cn1-c1ccccc1F | -0.8% | nt | -13% | nt | ? | -1% | ? | nt | 11µM*
CCOc1ccc(C2/C(=C(\O)c3ccc4c(c3)OCCO4)C(=O)C(=O)N2CCCn2ccnc2)cc1OC (stereo not given) | -0.2% | 1% | -11% | -3% | i | 9% | 5% | 20 | 9%
(listing goes on)
SMILES | Nrf2 activator | MCF10A rerep | A549 tox | Nrf2 block | S2 tox | HepG2 tox | ATXN2 expr inh | IL1B secr inh | TGFb SMAD3 inh
CC1=C(C(=O)OCC(Br)(Br)Br)C(c2cccc([N+](=O)[O-])c2)NC(=O)N1CCCC(=O)O (stereo not given) | -0.5% | -5% | 3% | -7% | i | 7% | 7% | 29 | 0%
Cc1[nH]c2ccc(C(=O)N3CCN(c4ccc(F)cc4)CC3)cc2c1C | 0.7% | 12% | -1% | 5% | ? | 1% | -4% | 0 | 2%
Nc1ccc(-c2nc3c(Cl)c(N)ccc3[nH]2)cc1 | ? | ? | -6% | ? | ? | -26% | -6% | -4 | -1%
COc1cccc(C(=O)Nc2ccc3nc(N4CCC(C)CC4)cc(C)c3c2)c1 | -0.1% | nt | -8% | -6%[9.27 µM] | ? | -36% | ? | nt | ?
COc1cccc(NC(=O)Cc2cn(C)c3ccccc23)c1 | -0.1% | 3% | 10% | nt | i | -13% | 13% | -10 | 2%
CN(C)c1ccc(-c2nnc(-c3cccnc3)o2)cc1 | 0.3% | -1% | 4% | ? | i | -8% | 41%[activator] | -19 | 9%
CC1CCCCN1S(=O)(=O)c1ccc2[nH]c(=O)cc(C(=O)NCCCN3CCCCCC3)c2c1 (stereo not given) | 0.1% | -10% | -6% | 1% | i | 11% | -1% | -8 | 9%
COc1cc(NC(=O)COC(=O)CCCC2=NS(=O)(=O)c3ccccc3N2)cc(OC)c1 | -0.5% | 1% | 1% | 2% | i | -10% | 3% | 46 | 2%
O=C(CN1CCN(c2ccccc2)CC1)Nc1ccncc1 | 0.2% | 2% | -10% | ? | i | -10% | nt | 24 | -25%
COc1ccc(-c2noc(CSc3nc(N)c(-c4ccccc4)c(=O)[nH]3)n2)cc1 | -0.6% | -4% | -3%[1.84 µM] | -7% | i | -16% | 1% | 13 | ?
Cn1c(SCC(=O)NC2CCCCC2)nnc1-c1cccc(N)c1 | 0.0% | 1% | 0% | nt | i | -6% | -7% | 16 | 7%
Cc1cc(F)ccc1S(=O)(=O)Nc1ccccc1C(=O)NCc1ccccn1 | -1.0% | 14% | 3% | 2% | i | 9% | -22% | 12 | 12%
Cc1ccc(SCCN2CCC(NC(=O)OCc3ccccc3)CCC2=O)cc1 (stereo not given) | -0.4% | ? | -3% | 4% | i | -12%&-22% | -2% | 3 | 0%&-3%
O=C(NC1CCCC1)C1CCN(S(=O)(=O)N2CCCCC2)CC1 | 1.8% | 1% | -1% | ? | i | 1% | 0% | -1 | 2%
O=C(c1ccccc1Cl)N(Cc1ccco1)c1ccccn1 | -0.4% | nt | -11% | 2% | i | -9% | 1% | nt | 1%
Cc1cccc(CC(=O)Nc2cccc(-c3nc4cccnc4s3)c2)c1 | 1.2% | nt | 8% | ? | nt | -19% | nt | nt | -11%
CN1CCN(c2ccc([N+](=O)[O-])cc2C(=O)c2ccccc2)CC1 | -0.3% | 2% | -3% | 9% | ? | -17% | -6% | 12 | -2%
Cc1ccnc(NC(=O)c2cccc(S(=O)(=O)N3CCN(c4ccc(F)cc4)CC3)c2)c1 | 1.8% | 4% | -2% | ? | i | -5% | -1% | -22 | -22%
Cc1c(Br)cc(C(=O)N2CCCCCC2)c(C)c1C | -0.5% | ? | -27% | 3% | i | -3% | -11% | 6 | 1%
Cc1ccccc1NC1=NC(C)(C)N=C(N)N1 | -0.5% | 3% | -5% | 18% | i | -5% | 7% | -6 | -10%
CC1(C)CC(=O)C(C=Nc2ccc(O)cc2)=C(O)C1 | 1.0% | -1% | -22% | ? | ? | -9% | 41%[activator] | 26 | 3%
O=C1CCCC2=C1C(c1ccc(O)c(O)c1)Nc1ccc3ncccc3c12 (stereo not given) | 0.4% | 1% | -6% | 26% | i | -13% | 3%[11.3 µM] | 20 | -9%

A second format for some results above:
Second line of a record – Nrf2 activator, MCF10A rerep, A549 tox, Nrf2 block, S2 tox, HepG2 tox, ATXN2 expr inh, IL1B secr inh, TGFb SMAD3 inh
> Cc1cccc(CC(=O)Nc2cccc(-c3nc4cccnc4s3)c2)c1
→ 1.2%, nt, 8%, ?, nt, -19%, nt, nt, -11%
> CN1CCN(c2ccc([N+](=O)[O-])cc2C(=O)c2ccccc2)CC1
→ -0.3%, 2%, -3%, 9%, ?, -17%, -6%, 12, -2%
> Cc1ccnc(NC(=O)c2cccc(S(=O)(=O)N3CCN(c4ccc(F)cc4)CC3)c2)c1
→ 1.8%, 4%, -2%, ?, i, -5%, -1%, -22, -22%
> Cc1c(Br)cc(C(=O)N2CCCCCC2)c(C)c1C
→ -0.5%, ?, -27%, 3%, i, -3%, -11%, 6, 1%
> Cc1ccccc1NC1=NC(C)(C)N=C(N)N1
→ -0.5%, 3%, -5%, 18%, i, -5%, 7%, -6, -10%
> CC1(C)CC(=O)C(C=Nc2ccc(O)cc2)=C(O)C1
→ 1.0%, -1%, -22%, ?, ?, -9%, 41%[activator], 26, 3%
> O=C1CCCC2=C1C(c1ccc(O)c(O)c1)Nc1ccc3ncccc3c12 (stereo not given)
→ 0.4%, 1%, -6%, 26%, i, -13%, 3%[11.3 µM], 20, -9%
